UTI89 phage lysis – inhibition of K1F phage lysis, E. coli UTI89, bacterial capsule biogenesis inhibitors, alamar blue (AID 488966) | 340,000 compounds, 0.02% hits | E. coli UTI89 K1F phage lysis, alamar blue, 2 h; higher % means a stronger effect | inhibition, % at 100 µM, or IC50 in µM where a hit was titrated;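 active = phage lysis inhibition, versus mean bacterial control, above a set limit; inconclusive = no clear call, values can overlap the other calls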;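 note: capsule biogenesis inhibitors block K1F phage lysis so surviving cells raise fluorescence; higher fluorescence means more inhibition of phage lysis; actives were called in the ten point dose series up to 300 µM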
M1AAP inhibition – P. falciparum M1AAP inhibitors, biochemical, fluorogenic H-Leu-NHMec substrate, 1536-well (AID 1445); inhibition, % at 30 µM; hits with a dose series show IC50 in µM; recombinant M1AAP, H-Leu-NHMec fluorogenic kinetic assay; higher % means a stronger effect; 220,000 compounds, 0.42% hits; Aminopeptidase N (Plasmodium falciparum (isolate 3D7));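 active = primary inhibition above the hit cutoff, then over 50% inhibition at one or more dose response concentrations, cut at about 23% in these data, passing the limit was not always enough; inconclusive = conflicting primary data, or primary hits not chosen for dose response; inactive = low primary inhibition, or under 50% at every dose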;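 note: plate controls were DMSO full reaction for no effect and no enzyme background for full effect; strong numbers were not always called active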
TNAP activators – human TNAP enzyme activators, primary screen, biochemical, luminescent, no phosphate acceptor, uHTS (AID 1001). activation fold at 20 µM, or EC50 in µM where a hit was titrated. Alkaline phosphatase, tissue-nonspecific isozyme (Homo sapiens). 200,000 compounds, 0.03% hits. purified TNAP, luminescent activation assay, no phosphate acceptor; higher activation fold means a stronger effect; in the data active = activation fold from about 3, or a potency from the dose series; inactive = the rest, 99 in 100 with activation fold below about 1.6; note: many of its hits are not listed in these tables
T cell modulator – modulators of CD8 T cell-vesicle binding, primary screen, mouse 2C CD8+ T cells, flow cytometry; 2C CD8+ T cell-vesicle binding; stronger effect = lower value; calls only at 7 µM; 330,000 compounds, 0.068% hits;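 active = response, share of CD8 T cells binding vesicles, and their 90th percentile fluorescence all below set limits, cut at about 80% in these data, passing the limit was not always enough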
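Incubation: binding step 1.5 h, 37 °C, antibody labelling 20 min, ice; system: murine 2C transgenic CD8+ T lymphocytes; technique: cytometric PE anti-B7-1 and Alexa647 anti-CD8 signals after 1% paraformaldehyde fixation; also added: QL9-charged Drosophila Ld/ICAM-1/B7-1 vesicles; control set: naked versus QL9-loaded vesicles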
PMI inhibition – human PMI inhibitors, high substrate, primary screen, biochemical, fluorescence intensity, high mannose 6-phosphate (AID 1220); Mannose-6-phosphate isomerase (Homo sapiens); recombinant PMI enzyme, coupled fluorescence intensity; higher % means a stronger effect; inhibition, % at 20 µM; hits with a dose series show IC50 in µM; 190,000 compounds, 0.66% hits
West Nile antiviral – West Nile virus antiviral activity, cell-based, CPE readout (AID 1621); West Nile virus-infected cells, CPE inhibition; higher % means a stronger effect; one-dose CPE inhibition, % at 10 µM; IC50 in µM for titrated hits; 290,000 compounds, 0.02% hits; in the data active = a potency from the dose series; inconclusive = CPE inhibition mostly from about 3.7% at the one dose, without a potency; inactive = the rest, 99 in 100 with CPE inhibition below about 2.2%; note: strong numbers were not always called active
RSV CPE inhibition – RSV antiviral activity via CPE protection, HEp-2 cells, primary 10 µM value included (AID 2391). 310,000 compounds, 0.13% hits. HEp-2 cells, RSV-induced CPE inhibition; higher % means a stronger effect. one-dose CPE inhibition, % at 10 µM; IC50 in µM for titrated hits; in the data active = a potency from the dose series; inconclusive = CPE inhibition mostly from about 23% at the one dose, without a potency; inactive = the rest, 99 in 100 with CPE inhibition below about 21%; note: strong numbers were not always called active
P. falciparum M17LAP – P. falciparum M17LAP inhibitors, primary screen, biochemical, fluorogenic H-Leu-NHMec substrate, 1536-well (AID 1619) | 220,000 compounds, 0.38% hits | recombinant M17LAP, H-Leu-NHMec fluorogenic kinetic assay; higher % means a stronger effect | one-dose inhibition, % at 30 µM; IC50 in µM for titrated hits;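 active = compound inhibiting the enzyme by more than half at any dose during confirmatory dose-response retesting; inconclusive = strong single-dose inhibitors picked by rank but not retested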;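 note: plate controls were full reaction with DMSO carrier for no effect and no enzyme background for full effect; strong numbers were not always called active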
human PMI inhibition – inhibitors of human PMI, primary screen, biochemical, fluorescence intensity, coupled assay (AID 1209) | inhibition, % at 20 µM, or IC50 in µM where a hit was titrated | Mannose-6-phosphate isomerase (Homo sapiens) | purified PMI enzyme, coupled fluorescence intensity; higher % means a stronger effect | 190,000 compounds, 0.42% hits;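 note: plate controls were DMSO vehicle for no effect and wells lacking substrate for full effect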
T cell modulator vesicle-bound % – second read-out of T cell modulator, no call of its own (marks repeat the call); double positive events, %; measured here: CD8+ vesicle-bound cell fraction;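 binding gate set so that unloaded-vesicle control wells show 10% double positive cells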
Active calls of the source: *; i = inactive; u = inconclusive; x = no result given; [ ] = remark or other dose. Cut-off read from the data, not from the text of the source, unless noted: active = inhibition above about 50%; inactive = the rest.

SMILES	UTI89 phage lysis	M1AAP inhibition	TNAP activators	T cell modulator	T cell modulator vesicle-bound %	PMI inhibition	West Nile antiviral	RSV CPE inhibition	P. falciparum M17LAP	human PMI inhibition
CCc1ccc2c(c1)C(c1ccc([N+](=O)[O-])cc1)=NNC(c1ccc(C)cc1)=N2	3.2%	3%	1.2	i	39	12%	0.8%	5.8%	1%	12%
C=CCn1c(SCc2nc(N)nc(N3CCCCC3)n2)nnc1-c1ccco1	3.7%	6%	1	i	21	6%	0.6%	3.6%	10%	4%
CC(Sc1nnnn1C)C(=O)Nc1ccc(N2CCOCC2)cc1 (stereo not drawn)	0.0%	-9%	1	i	26	2%	0.7%	0.0%	-1%	-3%
O=C1c2ccccc2C(Nc2ccc3c(c2)OCCO3)N1Cc1ccco1 (stereo not drawn)	5.4%	2%	1	i	39	0%	-0.8%	2.5%	-7%	9%
COc1ccc(OCc2nnc(SCC(=O)Nc3cccc(Cl)c3)o2)cc1	0.1%	x	x	i	43	x	0.1%	2.3%	x	x
Cc1ccccc1NC(=O)NCCN1C(=O)C2C3C=CC(C3)C2C1=O (stereo not drawn)	1.9%	6%	1.1	i	44	1%	0.3%	0.6%	4%	7%
CC(CC(=O)O)CC(=O)N1CCN(S(=O)(=O)c2cccs2)CC1 (stereo not drawn)	0.2%	x	x	i	63	x	0.6%	1.4%	x	x
COc1cccc(NC(=O)COC(=O)c2nc3nccc(C)n3n2)c1	1.3%	5%	1.1	i	52	-1%	-0.3%	0.4%	22%	-5%
CCOC(=O)C1Nc2ccccc2C2c3ccccc3CC12 (stereo not drawn)	0.0%	x	x	i	13	x	-0.3%	1.6%	x	x
Cn1c(SCC(=O)NC2CC2)nnc1-c1ccccc1Cl	0.3%	x	x	i	6	x	0.1%	0.8%	x	x
CC(=O)c1c(C)[nH]c(C(=O)NC2CCCCC2)c1C	0.3%	-1%	0.9	i	18	-2%	x	-0.5%	3%	-10%
COc1cc(CNCc2cccc3ccccc23)cc(OC)c1	0.2%	x	x	i	53	x	-1.2%	1.2%	x	x
O=C(O)CC1(c2ccccc2)C(=O)c2ccccc2C1=O	2.1%	8%	1.1	i	32	5%	0.3%	1.5%	1%	-3%
O=[N+]([O-])c1ccccc1S(=O)(=O)Nc1ccc2c(c1)OCCO2	-2.4%	x	x	i	55	x	-0.9%	4.7%	x	x
O=C(Oc1c(-c2ccco2)oc2ccccc2c1=O)c1cccnc1	0.7%	129µM*	1.1	i	40	-5%	0.0%	-1.1%	62%	-15%
CC(C)CC(NC(N)=O)C(=O)Nc1cccc([N+](=O)[O-])c1 (stereo not drawn)	-0.1%	2%	1.1	i	49	10%	-0.5%	-0.5%	1%	0%
Cc1cc(NC(=O)C2C3C(=O)N(Cc4ccc(Cl)cc4)C(C(=O)NCc4ccccc4)C34C=CC2(C)O4)no1 (stereo not drawn)	0.1%	2%	1.1	i	26	-5%	0.0%	3.1%	0%	-1%
Cc1ccn2cc(CNS(=O)(=O)c3ccc4c(c3)OCCO4)nc2c1	-0.5%	6%	1	i	44	2%	-0.3%	1.1%	-5%	8%
COc1ccc(/C=N/Nc2nnc(C)n2N)cc1OC(C)=O	0.1%	x	x	i	10	x	1.9%	-0.2%	x	x
Cc1cc(N2CCC(C(=O)N3CCN(c4cccc(C)c4C)CC3)CC2)n2ncnc2n1	0.7%	-2%	1.1	i	11	1%	-0.4%	0.7%	-13%	4%
Cc1cc(NC(=O)Cn2c(=O)c3c(ncn3CC(C)C)n(Cc3ccccc3)c2=O)no1	-0.8%	14%	1.1	i	3	13%	-1.8%	3.9%	-2%	13%
C/C(=N\Nc1nncc2ccccc12)c1cccc(OC(F)F)c1	4.5%	x	x	i	28	x	-0.7%	1.1%	x	x
O=C(NCc1ccccn1)c1ccc(Cl)c(NC2=NC3CS(=O)(=O)CC3S2)c1 (stereo not drawn)	0.2%	x	x	i	8	x	-0.4%	-0.2%	x	x
Cc1ccc(C(=O)NC2CCN(CC(=O)Nc3cccc([N+](=O)[O-])c3)CC2)cc1	-0.1%	102µM*	1	i	30	7%	-1.0%	6.4%	-8%	3%

Some values from above:
For TNAP activators, C=CCn1c(SCc2nc(N)nc(N3CCCCC3)n2)nnc1-c1ccco1 reads 1
For RSV CPE inhibition, CCOC(=O)C1Nc2ccccc2C2c3ccccc3CC12 (stereo not drawn) reads 1.6%

(next part)
SMILES	UTI89 phage lysis	M1AAP inhibition	TNAP activators	T cell modulator	T cell modulator vesicle-bound %	PMI inhibition	West Nile antiviral	RSV CPE inhibition	P. falciparum M17LAP	human PMI inhibition
CN1C(=O)c2ccc(C(=O)NCc3ccccn3)cc2C1=O	0.2%	x	x	i	12	x	0.3%	1.9%	x	x
COc1ccc(N(CC(=O)N/N=C(\C)CCc2ccccc2)S(=O)(=O)c2ccc(C)cc2)cc1	0.0%	0%	x	i	39	x	0.1%	1.1%	1%	x
Cc1cc(C)nc(Nc2ccc(N3CCOCC3)cc2)n1	0.8%	1%	1.8	i	1	15%	0.1%	0.4%	13%	5%
CCc1ccc(C2c3[nH]c4ccccc4c3CCN2C(=O)c2ccc(=O)n(C)n2)cc1 (stereo not drawn)	-0.1%	1%	1	i	33	14%	u	0.4%	-4%	18%
O=C(Nc1ccc(N2CCCCC2)cc1)c1ccc2c(c1)OCCO2	3.2%	6%	1.1	i	14	6%	0.2%	11%	2%	4%
NC(CCCCCP(=O)(c1ccccc1)c1ccccc1)C(=O)O (stereo not drawn)	x	4%	x	i	37	x	0.2%	0.8%	3%	x
COC(=O)C1(C)NC(c2ccco2)C2C(=O)N(c3ccc(C)cc3)C(=O)C21 (stereo not drawn)	1.0%	-1%	1.1	i	31	-8%	0.4%	0.6%	9%	-2%
COC(=O)c1ccc(OC(=O)C2CC(=O)N(c3cccc(C)c3)C2)cc1 (stereo not drawn)	-3.3%	0%	1	x	x	7%	0.7%	-0.7%	-6%	9%
C/C(=N\N=C(/N)SC1CC(=O)N(c2ccccc2)C1=O)c1cccs1 (stereo not drawn)	1.5%	17%	1.1	i	17	11%	-0.7%	1.9%	20%	14%
CCN(CC)S(=O)(=O)c1ccc(NC(=O)c2cnc(C)cn2)cc1	0.6%	x	x	i	63	x	-0.4%	1.7%	x	x
O=C1NN(c2ccccc2)C(=O)/C1=C/c1cccs1	x	21%	1.1	i	58	1%	-0.4%	1.9%	-2%	5%
CN(c1ccc(OCC(=O)OCC(=O)Nc2ccc(F)cc2)cc1)S(=O)(=O)c1ccc(Cl)cc1	0.8%[50 µM]	-1%	1.1	i	53	7%	-0.4%	1.6%	-5%	17%
CC(=O)Nc1ncc(N=Nc2cccc(C(F)(F)F)c2)s1	0.2%	x	x	i	41	x	0.1%	1.6%	x	x
Cc1c(C(=S)Nc2ccccc2)cnn1-c1ccccc1	0.2%	1%	1.1	i	23	5%	x	19%	-3%	7%
COc1ccc(NC(=O)c2ccc(C)cc2)c(OC)c1	0.9%[50 µM]	3%	1.1	i	14	8%	0.8%	0.3%	-2%	1%
O=C(N/N=C/C(Br)=C/c1ccccc1)C(O)c1ccccc1 (stereo not drawn)	-0.3%	-2%	x	i	41	x	-0.1%	x	-7%	x
Cc1cc(/C=N/NC(=O)c2nn(C)cc2Cl)c(C)n1-c1cccc(Br)c1	0.4%	5%	1.1	i	41	1%	-0.8%	3.1%	-15%	0%
CCOC(=O)c1nnn2c1nc(N(CC)CC)c1ccccc12	-0.8%	3%	x	i	53	x	-0.9%	5.0%	12%	x
Nc1nonc1-n1nnc(C(=O)c2ccccc2)c1-c1ccccc1	-0.2%	2%	1.1	i	37	20%	-0.1%	2.1%	-3%	22%
CCN1C/C(=C\c2cccc(C)c2)c2nc3ccccc3c(C(=O)O)c2C1	x	9%	1.1	x	x	-19%	-0.2%	x	21%	4%
c1ccc2c(NCC3CCCO3)nc(N3CCCCC3)nc2c1 (stereo not drawn)	0.3%	5%	1.1	i	27	x	-1.3%	-0.2%	-16%	x
Cc1[nH]c2ccc(C(=O)N3CCN(c4ccccc4Cl)CC3)cc2c1C	0.3%	x	x	i	7	x	0.4%	5.3%	x	x
COc1cccc(NC(=O)C2C(c3ccccc3)C2(Cl)Cl)c1 (stereo not drawn)	-0.6%	x	x	i	57	x	-1.1%	u	x	x
COc1ccc(CN(C)C(=O)CNC(=O)Cc2cccc3ccccc23)c(OC)c1OC	0.0%	x	x	i	63	x	-0.8%	3.5%	x	x
O=C1NC2=C(C(=O)CCC2)C(c2ccccc2Cl)N1 (stereo not drawn)	0.2%[50 µM]	x	x	i	31	x	-0.1%	1.3%	x	x
COc1ccc(Cn2nnnc2CN2CCOCC2)cc1	0.1%	8%	1	i	4	11%	-0.4%	-0.7%	4%	5%
O=C(CNCC1CCCO1)Nc1ccccc1N1CCCCCC1 (stereo not drawn)	-0.1%	-1%	1	i	53	4%	0.4%	0.3%	15%	8%
Cc1ccc(-c2csc(NC(=O)N3CCOCC3)n2)cc1	-0.7%	3%	1.1	i	57	2%	-1.2%	12%	7%	2%
Cn1nnnc1SCC(=O)Nc1ccccc1Cc1ccccc1	1.5%	-2%	1.1	i	61	7%	-0.5%	2.4%	0%	3%
CCOC(=O)c1c(NC(=O)C2C3C=CC(C3)C2C(=O)O)sc2c1CC(C)CC2 (stereo not drawn)	0.1%	2%	1	i	48	-6%	-0.8%	0.2%	10µM*	-4%
COc1ccc(-c2cc(-c3ccccc3)nc(SCC(=O)Nc3nccs3)c2C#N)cc1	4.1%	7%	1.1	i	35	-2%	0.4%	2.1%	1%	13%
Cc1ccc(C)c(Cn2c(CO)nc3ccccc32)c1	0.5%	-2%	1	i	23	9%	-0.1%	0.6%	11%	12%
Cc1ccc(C(=O)N2CCCC(CCC(=O)N3CCN(c4ccccn4)CC3)C2)cc1C (stereo not drawn)	0.1%	x	x	i	28	x	0.9%	5.6%	x	x
COC(=O)C(Cc1ccccc1)NC(=O)CSc1nc(N)cc(=O)[nH]1 (stereo not drawn)	0.7%	3%	1.1	i	1	9%	0.1%	2.3%	7%	15%

Screening results as filed in PubChem.
